Compound activity deposited in PubChem by National Center for Advancing Translational Sciences (NCATS).
TDP1 cell noCPT: qHTS for Inhibitors of human tyrosyl-DNA phosphodiesterase 1 (TDP1): qHTS in cells in absence of CPT; 420,000 compounds, 15% hits; DT40 Tdp1-/- hTDP1 cells, no CPT, ATP luminescence, 48 h; Potency, µM (titrated, usually from 46.2 µM), for the others: at the highest dose activity change, negative = growth inhibition, actives largely listed as inhibitors; AID 686978, 2013; also: nearly all actives have a fitted effect of over 55% in size
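Compound effects on proliferation are scored in DT40 Tdp1-/-;hTDP1 cells in the absence of CPT. ATP levels (CellTiter-Glo luminescence) are recorded after a ≥48 hr, 37 °C incubation.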
KAT2A inh: qHTS Assay for Inhibitors of GCN5L2; 390,000 compounds, 0.21% hits; Potency, µM (doses to about 58.9 µM), without a hit: top-dose activity change, negative = inhibition, most hits filed as inhibitors; GCN5L2 HAT assay, ThioGlo1 CoA-SH fluorescence; AID 504327, 2011; Histone acetyltransferase KAT2A (Homo sapiens), Q92830
Target sequence (Q92830 whole entry, looked up): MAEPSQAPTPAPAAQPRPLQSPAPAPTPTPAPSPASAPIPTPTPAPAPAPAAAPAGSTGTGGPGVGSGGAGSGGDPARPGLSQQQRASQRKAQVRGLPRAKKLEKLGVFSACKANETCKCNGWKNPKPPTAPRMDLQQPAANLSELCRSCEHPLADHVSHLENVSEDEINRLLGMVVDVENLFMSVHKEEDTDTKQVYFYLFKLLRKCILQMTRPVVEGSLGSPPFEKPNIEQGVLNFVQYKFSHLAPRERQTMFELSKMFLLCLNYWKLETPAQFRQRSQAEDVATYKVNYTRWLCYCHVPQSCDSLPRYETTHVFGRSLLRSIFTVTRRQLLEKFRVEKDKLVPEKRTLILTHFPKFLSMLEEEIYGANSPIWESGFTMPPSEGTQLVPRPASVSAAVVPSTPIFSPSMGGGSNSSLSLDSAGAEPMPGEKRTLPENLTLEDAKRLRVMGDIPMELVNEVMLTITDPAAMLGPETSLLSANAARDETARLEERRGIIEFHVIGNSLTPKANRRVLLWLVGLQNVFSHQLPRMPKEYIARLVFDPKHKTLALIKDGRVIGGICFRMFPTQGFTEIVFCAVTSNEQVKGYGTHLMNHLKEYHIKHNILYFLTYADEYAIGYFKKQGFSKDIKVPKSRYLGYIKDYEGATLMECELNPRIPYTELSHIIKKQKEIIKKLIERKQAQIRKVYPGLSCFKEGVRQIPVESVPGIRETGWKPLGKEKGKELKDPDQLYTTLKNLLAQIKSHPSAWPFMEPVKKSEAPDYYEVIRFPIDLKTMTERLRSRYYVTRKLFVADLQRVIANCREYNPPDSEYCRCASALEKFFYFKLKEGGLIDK
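Fluorescence readout, Ex340nm/Em540nm: ThioGlo1 (50uM final) reacts with free CoA thiol released as 20nM GCN5L2 acetylates H3(1-25) peptide (75uM) using acetyl-CoA (70uM). Compound and enzyme sat 15 min beforehand; 20 min room-temperature reaction.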
TDP1 cell CPT: qHTS for Inhibitors of human tyrosyl-DNA phosphodiesterase 1 (TDP1): qHTS in cells in presence of CPT. chicken DT40 Tdp1-/-;hTDP1 cells + 20 nM CPT, ATP luminescence, 48 h. Potency, µM (highest dose often 46.2 µM), inactives show at the top dose activity change, negative = growth inhibition, actives largely listed as inhibitors. 420,000 compounds, 12% hits; also: nearly all actives have a fitted effect of over 55% in size
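Chicken DT40 Tdp1-/- cells stably complemented with human TDP1 were seeded at 400 cells/well in medium containing 20 nM camptothecin, exposed to pin-transferred compounds, and grown at 37 °C for at least 48 hr. Viability was read as ATP luminescence.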
Starred values were filed as active, the others as inactive; ? = inconclusive; . = no result given; & = joins results of further samples; [ ] = another dose, or the depositor's remark. Calls follow the shape of the dose curve; as a rule, active = well fitted curve in the direction sought with a large enough effect; inconclusive = small, poorly fitted or top-dose-only effect, or another doubt; inactive = no such curve, though single readings can be large; an effect the other way counts as inactive or inconclusive. % is scaled to controls: 0 for no effect and ±100 for the full control effect; potency is read from the fitted curve at half-maximal effect. The list is partial (hit frequency here may not be typical).

The line under a structure holds: TDP1 cell noCPT	KAT2A inh	TDP1 cell CPT
1. CCCC(O)(c1ccc(OC)cc1)C(CN1CCOCC1)c1ccc(Cl)cc1 (centres undefined)
    ?	-0.3%	?
2. Cc1ccc(/C(N)=N/OC(=O)Cc2cccs2)cc1
    4.0%	-10.1%	-3.7%
3. CC1=C([N+](=O)[O-])C(c2ccccc2Cl)NC(=O)N1C (centres undefined)
    1.5%	-18.4%	29.1%
4. O=c1[nH]c(C2CCN(S(=O)(=O)c3ccc(C(F)(F)F)cc3)CC2)nc2c1nnn2Cc1cccc(F)c1
    ?	-9.6%	?
5. COCCNC(=O)Nc1ccc2nc(-c3cccs3)c(-c3cccs3)nc2c1
    ?	-7.2%	?
6. Cc1cc2cc(CN(Cc3ccco3)C(=O)NCc3ccccc3)c(=O)[nH]c2cc1C
    11.5%	-7.6%	2.2%
7. COc1ccc(-c2csc(NC(=S)NC(=O)/C=C/c3ccco3)n2)cc1OC
    4.61µM*	-8.9%	4.61µM*
8. C/C(=N\NC(=O)c1c(Cl)c(C)nn1C)c1cccc(NC(=O)c2cccc(F)c2)c1
    23.1µM*	-3.3%	?
9. O=C(NC1=NCCCCC1)c1cccc2ccccc12
    2.4%	-0.3%	21.6%
10. CCc1n[nH]c(=S)n1/N=C/c1cc(Br)c(O)c(OC)c1
    -20.2%	-6.8%	?
11. C/C(Cn1nnc([N+](=O)[O-])n1)=N\NC(=O)c1ccc(O)cc1
    13µM*	0.2%	14.6µM*
12. O=C(NCCc1cnc[nH]1)c1cccs1
    -12.7%	-0.6%	-13.1%
13. CC1CCC2(CC1)NC(=O)N(CC(=O)N1CCN(C(=O)c3ccco3)CC1)C2=O (centres undefined)
    3.2%	-11.6%	3.0%
14. Cc1cc(C)c2oc(C(=O)Nc3sc4c(c3C(=O)NCc3ccco3)CCCC4)cc(=O)c2c1
    -5.8%	0.4%	5.9%
15. Cc1nn(C)c(C)c1CCC(=O)O
    -12.2%	-0.5%	6.0%
16. COc1ccccc1CCC(=O)OCC(=O)NC1CCCC1
    -4.2%	3.4%	4.4%
17. COc1ccccc1C(=O)NC(=O)COC(=O)CCOc1cc(C)ccc1C
    -3.8%	-18.5%	-3.3%
18. CCc1ccc(-n2nc3cc(C)c(NC(=O)c4cc(OC)cc(OC)c4)cc3n2)cc1
    -15.7%	-3.9%	-5.5%
19. Cc1onc(-c2ccccc2)c1C(O)c1ccc(F)cc1 (centres undefined)
    -4.5%	-16.6%	-6.0%
20. CN(C)c1ccc(S(=O)(=O)N2CCCCC2)cc1NC(=O)CCNC(=O)c1ccccc1Cl
    -26.2%	.	-24.2%
21. CCCCn1c(NCCN(C)C)nc2c1c(=O)[nH]c(=O)n2C
    -18.7%	1.5%	5.4%
22. Nc1nc(N)nc(-c2ccc(Oc3ccccc3)cc2)n1
    -15.5%	-2.7%	-27.2%
23. O=C(COC(=O)c1ccccn1)Nc1ncc(C(F)(F)F)cc1Cl
    15.7%	-2.5%	8.7%
24. CCOc1ccc(-n2c(O)c(/C=N/Nc3nnc(C)c(=O)[nH]3)c3ccccc3c2=O)cc1
    0.92µM*	2.6%	0.651µM*
25. O=C(O)CSc1nnc(COc2ccccc2)n1-c1ccccc1
    10.5%	-0.9%	2.0%
26. CC(=O)NCCNc1cc(-c2ccccc2C(F)(F)F)ncn1
    7.8%	-0.6%	34.6%[activator]
27. Cc1cc([N+](=O)[O-])ccc1NC(=O)CSc1nncn1-c1ccccn1
    ?	-7.9%	?
28. Cc1cc2c(NC(=O)CC(C)(C)CC(=O)O)cccc2nn1
    -2.3%	-7.9%	-13.8%
29. COc1ccc(C2/C(=C(/O)c3ccccc3)C(=O)C(=O)N2C)cc1OC (centres undefined)
    -5.2%	1.6%	-3.7%
30. O=C(Nc1ccc(F)c(F)c1)c1ccccc1
    -15.7%	-5.2%	-16.2%
31. O=C(O)Cc1ccc(NS(=O)(=O)c2ccccc2Br)cc1
    -2.3%	-14.2%	4.1%
32. O=C(NCC[C@@H]1CC[C@@H](NS(=O)(=O)c2ccccc2)[C@@H](CO)O1)c1cc(Cl)cc(Cl)c1
    ?	.	?
33. C[C@]12C=CC(=O)C=C1CC[C@@H]1C2C(O)C[C@@]2(C)C1CC[C@]2(O)C(=O)COC(=O)CCC(=O)NC(CC(=O)O)C(=O)O (some centres undefined)
    ?	19.2%	-12.6%
34. CCCOc1ccc(C2c3c(oc4ccccc4c3=O)C(=O)N2c2nc(C)c(C(=O)OCC)s2)cc1 (centres undefined)
    -19.9%	2.1%	8.3%
35. CCOc1ccc(NC(=O)c2ccc(N3CC4CC(C3)c3cccc(=O)n3C4)c(NC(=O)CCN3CCOCC3)c2)cc1 (centres undefined)
    1.7%	-5.7%	1.4%
36. O=C(Nc1cccc2ccccc12)C12CC3CC(C1)CC(n1cnc([N+](=O)[O-])n1)(C3)C2
    25.9µM*	-4.3%	23.1µM*
37. CC(C)OC(=O)C1C(=O)CC(C)(O)C(C(=O)OC(C)C)C1c1cccc(O)c1 (centres undefined)
    -13.8%	1.8%	-13.6%
38. NC(=O)c1cc2cc(Cl)ccc2o/c1=N/NC(=O)c1cccs1
    ?	-1.3%	?
39. CN(C)S(=O)(=O)c1ccc(NC(=O)CSc2ncnc3ccccc23)cc1
    ?	13.8%	-27.1%
40. CC(C)N1CCC1(C)C(=O)Nc1ccc(-n2cccc2)cc1 (centres undefined)
    ?	.	14.6µM*
41. COc1ccc(C(Nc2ccccn2)c2c(NC(=O)c3ccco3)sc(C)c2C)cc1 (centres undefined)
    ?	-13.3%	?
42. COc1ccc(-c2nn(-c3ccc(C)c(Cl)c3)c3c2cnc2cc(OC)c(OC)cc23)cc1
    5.4%	15.6%	3.8%
43. CC(C)CCNC(=O)CCn1c(=S)oc2ccccc21
    -11.1%	0.0%	-0.4%
44. CCc1nc(SCC(=O)N2CCCCCC2)c2c(=O)n(C)c(=O)n(C)c2n1
    ?	-0.4%	?
45. Cc1cc(SCC(=O)NN)c2cc(Br)ccc2n1
    ?	-10.6%	?
46. COc1ccc(-c2csc3nc[nH]c(=O)c23)cc1
    -9.1%	-1.6%	14.1%
47. Cc1cc(C)c(NC(=O)Cn2c(=O)n(Cc3ccc(C(=O)NCc4ccc5c(c4)OCO5)cc3)c(=O)c3ccccc32)c(C)c1
    7.31µM*	-1.7%	6.51µM*
48. CCCCCCn1cc(CN2CC(N3CCSCC3)CS2(=O)=O)nn1 (centres undefined)
    ?	.	2.8%
49. COCC(=O)N(Cc1cc2ccc(C)c(C)c2n2nnnc12)C1CCCC1
    ?	-6.5%	?
50. Cc1ccc(-c2nnn(CC(=O)N(c3ccc(F)cc3)C(C(=O)NC3CCCC3)c3ccco3)n2)o1 (centres undefined)
    ?	2.4%	14.6µM*
51. COCCC(=O)N1CCC(Oc2ccc(C(=O)NCc3ncc(C)[nH]3)cc2)CC1
    5.0%	-0.7%	1.0%
52. Cc1ncoc1C(=O)N1CCc2c([nH]c3ccccc23)C1c1ccccc1F (centres undefined)
    -16.4%	-2.5%	-0.9%
53. Cc1ccc(C(C(=O)NCC2CCCO2)N(C(=O)c2snc(C(N)=O)c2N)c2ccc3c(c2)OCCO3)cc1 (centres undefined)
    -85.8%	-3.8%	23.1µM*
54. CC(=O)NCc1ccc(S(=O)(=O)N2CCN(c3ccccn3)CC2)cc1
    -12.3%	-1.8%	-28.4%
55. COc1ccc(O)c(CN2CCCC(N3CCN(c4ccc(F)cc4)CC3)C2)c1 (centres undefined)
    ?	0.8%	?
56. CCOCCCNC(=O)/C(C#N)=C/c1cc(Br)c(O)c(Br)c1
    1.64µM*	-4.8%	4.11µM*
57. COc1ccc(C2=C(C)C(N3CCC(C(=O)Nc4cc(C)ccc4C)CC3)=NS2(=O)=O)cc1
    -19.8%	-11.7%	-3.4%
58. COc1ccc(CCNC(=S)N2CCN(S(=O)(=O)c3ccc(F)cc3)CC2)cc1
    3.3%	-3.9%	2.8%
59. O=C1Nc2ccccc2C1=Nc1ccc(-c2nnc3n2CCCCC3)cc1
    -27.4%&-0.6%	-9.3%	2.8%&-12.7%
60. CC1=NC(C)(C)CC2CCC(O)C12 (centres undefined)
    1.7%	.	10.5%

Three of the compounds above, as tab-separated lines:
No.	Compound	TDP1 cell noCPT	KAT2A inh	TDP1 cell CPT
47	Cc1cc(C)c(NC(=O)Cn2c(=O)n(Cc3ccc(C(=O)NCc4ccc5c(c4)OCO5)cc3)c(=O)c3ccccc32)c(C)c1	7.31µM*	-1.7%	6.51µM*
21	CCCCn1c(NCCN(C)C)nc2c1c(=O)[nH]c(=O)n2C	-18.7%	1.5%	5.4%
12	O=C(NCCc1cnc[nH]1)c1cccs1	-12.7%	-0.6%	-13.1%

Next part:
The line under a structure holds: TDP1 cell noCPT	KAT2A inh	TDP1 cell CPT
61. FC(F)(F)c1ccccc1-c1ccc2ncnc(NC3CC3)c2c1
    20.6µM*	-14.3%	23.1µM*
62. Cc1ccc(/C=C/C(=O)OCC(=O)NCc2ccccc2)o1
    -14.8%	?	5.8%
63. O=C(C[n+]1ccc(/C=C/c2c[nH]c3ccccc23)c2ccccc21)c1ccccc1
    ?	.	-8.2%
64. CCOC(=O)c1c(C)oc2c1c1c(c3ccccc32)OCN(Cc2cccnc2)C1
    ?	-11.9%	?
65. Cc1ccc(S(=O)(=O)N2CCCN(C(=O)c3cc4ccccc4[nH]3)CC2)cc1
    ?	-12.6%	2.1%
66. CC(OC(=O)c1ccncc1)C(=O)Nc1cccc([N+](=O)[O-])c1 (centres undefined)
    -8.6%	-2.5%	0.7%
67. CSc1ccc(/C=N/n2c(C)nc3ccccc3c2=O)cc1
    1.5%	1.0%	-9.0%
68. Cc1nn(Cc2ccc(Cl)cc2Cl)c(C)c1NC(=O)c1sc2ccccc2c1Cl
    -27.9%	-14.2%	-25.6%
69. CCN(CC)CCn1c(C)nc2ccccc21
    -4.0%	0.8%	-1.1%
70. CC(Oc1ccc(Cl)cc1Cl)C(=O)NCCCn1ccnc1 (centres undefined)
    -27.9%	0.2%	?
71. COc1ccc(-c2csc(NC(=O)CCCc3nc4ccccc4c(=O)[nH]3)n2)cc1OC
    ?	-3.9%	?
72. COc1cc2c(cc1OC)/C(=C/c1ccc(N(C)C)cc1)C=C2
    ?	.	?
73. NC(=O)c1ccc(-n2nnnc2SCC(=O)Nc2ccccc2)cc1
    -16.3%	-9.0%	-1.9%
74. Cc1ccsc1C(=O)OCC(=O)Nc1cccc(F)c1
    0.7%	-3.2%	-4.8%
75. Cc1ccc(NC(=O)CCNS(=O)(=O)c2ccc3[nH]c(=O)oc3c2)cc1N(C)C
    0.6%	-2.3%	15.4%

Arranged by formula weight (highest first): 3 of the compounds above.
The line under a structure holds: TDP1 cell noCPT	KAT2A inh	TDP1 cell CPT
50. Cc1ccc(-c2nnn(CC(=O)N(c3ccc(F)cc3)C(C(=O)NC3CCCC3)c3ccco3)n2)o1 (centres undefined)
    ?	2.4%	14.6µM*
7. COc1ccc(-c2csc(NC(=S)NC(=O)/C=C/c3ccco3)n2)cc1OC
    4.61µM*	-8.9%	4.61µM*
11. C/C(Cn1nnc([N+](=O)[O-])n1)=N\NC(=O)c1ccc(O)cc1
    13µM*	0.2%	14.6µM*

Other entries follow:
The line under a structure holds: TDP1 cell noCPT	KAT2A inh	TDP1 cell CPT
76. O=C(CCNS(=O)(=O)c1ccc(Br)cc1)NCCc1ccc(Cl)cc1
    ?	-6.0%	?
77. Cc1ccc(C)c(NC(=O)CCN2C(=O)[C@@H]3Cc4ccccc4CN3C2=O)c1
    -22.4%	-15.8%	-3.0%
78. O=C1CC(N2CCN(CCc3ccccn3)CC2)C(=O)N1c1ccc(Cl)cc1 (centres undefined)
    -4.1%	?	?
79. Nn1c(SCC(=O)Nc2cccc(Br)c2)nnc1C1CC1
    -18.6%	-2.9%	-1.9%
80. CCCCC1CCC(C(=O)N(CCCC)c2c(N)n(CCCC)c(=O)[nH]c2=O)CC1 (centres undefined)
    20.6µM*	4.6%	11.6µM*
81. N#Cc1nc(-c2ccccc2Cl)oc1NCc1ccco1
    ?	-8.1%	-24.6%
82. Cc1cc(N2CCN(C)CC2)nc(N2CCOCC2)n1
    -23.2%	-0.5%	12.9%
83. COc1ccc(-n2nc3c(c2NC(=O)c2ccc(S(=O)(=O)N4CCOCC4)cc2)CS(=O)(=O)C3)cc1
    0.0%	-2.4%	10.1%
84. COc1cc(Cl)c(NC(=O)C(NS(=O)(=O)c2cccs2)C(C)C)c(OC)c1 (centres undefined)
    -19.6%	5.7%	-25.9%
